Imprint erasure – genomic imprint erasure induction; Potency, µM (series often up to 60.7 µM), for the others: at the highest dose activity change, positive = activation, usual class: activators; mouse ES Peg3-LacZ reporter, beta-gal luminescence, 40 h; 110,000 tested, 0.02% active;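 note: 0% = negative control wells on the plate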
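Readout: BetaGlo luminescence (5 min, room temp) for LacZ from the normally silent maternal Peg3 allele in female Peg3LacZ-Neo ES cells. Cells 300/well, 40 h, 37C, 5% CO2. Data normalized per plate to negative controls.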
p53ts 32C kill – kills p53ts cells at the permissive temperature; H1299-p53A138V at 32C, ATP luminescence viability, 24 h; Potency, µM (series often up to 46.1 µM), for the others: at the highest dose activity change, negative = cytotoxicity, actives largely listed as cytotoxic; 130,000 tested, 0.93% active; AID 924;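 note: 0% = DMSO and -100% = full killing by reference compound; nearly all actives have a fitted effect of over 55% in size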
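H1299-p53 A138V cells (temperature-sensitive p53) exposed 24 h to up to 46 uM compound at 32C, where p53 is wild-type in conformation. Viability read as ATP luminescence and normalised to DMSO and 100 uM tamoxifen. AC50 fitted with the Hill equation.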
p53ts 39C tox – cytotoxicity in p53ts cells at nonpermissive temperature | H1299-p53A138V viability at 39C, ATP luminescence, 24 h | Potency, µM (top dose mostly 46.1 µM), for inactives: at the top dose activity change, negative = cell killing, hits mostly cytotoxic | 130,000 tested, 1.5% active; note: nearly all actives have a fitted effect of over 55% in size
IkB signaling – suppresses IkB signaling in ABC-DLBCL reporter cells. ABC-DLBCL IkBa-CBG/CBR dual luciferase ratio, 4 h; response scale: scaled: untreated 0%, proteasome inhibitor 100%. Potency, µM (highest dose often 57.1 µM), for inactives: at the top dose IkBa stabilization activation. 110,000 tested, 0.04% active. AID 445; active = well fitted curve in the direction sought with a large enough effect in the signal ratio, not every such curve was filed as active; inconclusive = small, poorly fitted or top-dose-only effect, or a change in a side signal; the % refers to the signal ratio;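 note: the direction sought is a rising ratio; 0% = basal untreated cells and 100% = reference inhibitor full response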
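Curves were fitted separately to fusion (green), unfused (red) and ratio luminescence, then classed by r2, magnitude and activity. Cells: OCI-Ly3, 4 h compound plus doxycycline at 37C; 10 uM MG-132 defined full response.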
* hit, by the source's call; ? = inconclusive; nt = no result given; & = joins results of further samples; [ ] = remark or other dose. Unless noted, calls come from the whole dose curve; as a rule, active = well fitted curve in the direction sought with a large enough effect; inconclusive = small, poorly fitted or top-dose-only effect, or another doubt; inactive = no such curve, though single readings can be large; an effect the other way counts as inactive or inconclusive. Unless noted, % is set by controls: 0 for no effect and ±100 for the full control effect; potency is the fitted concentration of half-maximal effect.

Each structure is followed by: Imprint erasure, p53ts 32C kill, p53ts 39C tox, IkB signaling
1) Cn1c(Cc2ccccc2)nnc1SCC(=O)Nc1ccc2c(c1)OCCO2
    -7%, 0%, -5%, 0.1%
2) Cn1cc(-c2nc3cncnc3n(Cc3ccc(F)cc3)c2=O)c2ccccc21
    -1%, 2%, 8%, -0.1%[11.4 µM]
3) CCN(CC)S(=O)(=O)c1ccc(NC(=O)c2cccc3c2C(=O)N(CCOC)C3)cc1
    -14%, 5%, -7%, -1.3%
4) Cc1ccc(OCc2cc(=O)n3c(-c4ccccc4)csc3n2)cc1
    -11%[10.9 µM], 0%, 25%, -2.5%
5) COc1ccc(-n2c(C)cc(C(=O)Cn3nnc4ccccc4c3=O)c2C)cc1
    -15%, 2%, -1%, 0.5%
6) COC(=O)C/C=C/C(C)C(OC)c1ccccc1Br (stereo unspecified)
    nt, 4%[9.22 µM], -3%[9.22 µM], nt
7) O=C(CCSCCc1ccccn1)Nc1cc(F)ccc1F
    -18%[10.9 µM], 5%, -21%, 2.1%
8) COc1ccc(-c2nn(-c3ccc(F)cc3)c3c2cnc2ccc(F)cc23)cc1OC
    -11%[10.9 µM], 6%, 1%, 1.7%
9) COc1ccccc1-c1ccc(Nc2ccc(C(=O)N3CCOCC3)cc2)nn1
    nt, -1%, 5%, nt
10) CCc1ccc(Oc2nc3c(C)cccn3c(=O)c2/C=C(\C#N)c2nc3ccccc3s2)cc1
    6%[10.9 µM], -2%, -15%, ?
11) COc1ccc(NC(=O)N2CC3(CCN(C(=O)c4cccc(F)c4)CC3)C2)cc1
    nt, -8%, -2%, 1.3%[11.4 µM]
12) O=C(N/N=C/c1ccc(N2CCOCC2)o1)c1cccc(F)c1
    nt, 7%, 27%, nt
13) COc1ccc(CCNC(=O)CCCn2c(SCC(N)=O)nc3cc4c(cc3c2=O)OCO4)cc1OC
    17%[10.9 µM], 6%, -9%, -0.2%
14) Cc1cc(C(=O)Cn2cncn2)c(C)n1CCc1ccc(F)cc1
    -12%, 7%, 1%, 2.7%
15) Cc1ccc(-c2ccc(CCC(=O)O)n2NC(=O)c2ccco2)cc1
    -12%, -6%, 5%, 1.1%
16) COc1ccc(CCNC(=O)CN2CCC(C(N)=O)CC2)cc1
    -9%, -1%, 1%, -0.3%
17) CCC(Sc1nc2ccccc2s1)C(=O)Nc1cc(C)on1 (stereo unspecified)
    nt, 5%, -8%, nt
18) CCCCNC(=O)CCCCCn1c(=O)[nH]c2cc(OC)c(OC)cc2c1=O
    -9%, -1%, -4%, -1.4%
19) COC(=O)c1ccc(NC(=O)CSc2nc(=O)[nH]c3c2CCCC3)cc1
    7%[10.9 µM], -11%, 7%, ?
20) COc1ccc(N(C)C(=O)NCc2noc3ccc(C)cc23)c(OC)c1
    ?, 8%, 6%, ?
21) CC(C)(C)OC(=O)N1CCC(c2c(C(=O)N3CCN(c4ccccn4)CC3)cnn2-c2ccc(F)cc2)CC1
    7%[10.9 µM], 1%, -1%, -1.4%
22) CC(C)C(=O)Nc1ccc(NC(=O)c2cccc(F)c2)cn1
    nt, -11%, -10%, 0.5%
23) CCC1=C2CC[C@H]3C(=O)N(CC(=O)OC)C(=O)[C@H]3[C@H]2[C@@]2(Cc3ccccc3)C(=NCCc3c[nH]c4ccccc34)OC(=O)N2C1=O
    -11%, 9%, 2%, nt
24) COCC(=O)Nc1cc(OC)c(Cl)cc1OC
    -14%, 7%, 11%, -1.3%
25) CCOCCc1c(O)nc(SCC(=O)NCc2ccco2)[nH]c1=O
    5%, 2%, -16%, -1.1%
26) CCCN1CCc2nc(SCC(=O)Nc3ccc(C)c(Cl)c3)[nH]c(=O)c2C1
    12%[10.9 µM], 1%, 22%, -0.5%
27) CC(NC(=O)CSc1nc2sc3c(c2c(=O)n1-c1ccccc1)CCCC3)c1ccccc1 (stereo unspecified)
    nt, 1%, 0%, nt
28) CCc1ccc(OCC(=O)NCC(c2ccc(OC)cc2)N2CCOCC2)cc1 (stereo unspecified)
    -20%[10.9 µM], 4%, 4%, 0.4%
29) O=C(Nc1ccc(NC(=O)c2ccc(Br)cc2)c(Cl)c1)c1ccc(Br)cc1
    -10%[10.9 µM], -2%, 11%, 1.5%
30) CCOC(=O)N1CCC(N2C(=O)c3ccccc3C2=O)CC1
    -14%, 7%, 16%, -1.0%
31) CCOc1ccc(CNC(=O)Cn2nc(C)c3nn(-c4ccc(Cl)cc4)c(C)c3c2=O)cc1
    -6%[10.9 µM], -2%, -9%, 1.5%
32) CN1C2CCC1CC(OC(c1ccccc1)c1ccccc1)C2 (stereo unspecified)
    -23%&-21%, -14%, -20%, nt
33) O=C(CSc1nnc(-c2ccc(Br)cc2)n1-c1ccccc1)c1ccccc1
    -8%[10.9 µM], 8%, 4%, ?
34) Cc1ccc(NC(=O)CSC2=Nc3ccccc3C3=NC(Cc4ccccc4)C(=O)N23)cc1C (stereo unspecified)
    -8%[10.9 µM], 6%, -13%, 6.9%
35) Cc1oc(-c2cccc(Cl)c2)nc1CSCC(=O)NCc1ccccc1Cl
    -13%[10.9 µM], 9%, -2%, ?
36) O=C(CCCC(=O)NCC1CCCO1)NCC1CCCO1 (stereo unspecified)
    -2%, 5%, -3%, -1.0%
37) COC(=O)c1cc(OC)c(OC)cc1NC(=O)CSc1nnc(-c2cccnc2)n1C
    5%, -1%, 10%, 1.0%
38) CCC(=O)N1CCCc2cc(S(=O)(=O)N3CCN(c4ncccn4)CC3)ccc21
    -11%, -3%, -6%, 3.5%
39) CCN(C(=O)c1cn(CC(C)C)c(=O)c2cc(OC)c(OC)cc12)c1cc(OC)ccc1OC
    5%[10.9 µM], 5%, -11%, -0.7%
40) CCc1ccc(NC(=O)c2cc(S(=O)(=O)NC3CCCC3)ccc2F)cc1
    -8%[10.9 µM], 2%, ?, 4.2%
41) O=C(O)c1ccc(N[C@H](c2ccccc2)c2ccc3cccnc3c2O)cc1
    -11%[10.9 µM], -9%[9.22 µM], ?, 6.2%[11.4 µM]
42) COc1ccc(CN(CC(=O)NC2CCCC2)C(=O)c2onc(C(N)=O)c2N)cc1
    5%, 1%, 12%, -0.1%
43) COc1ccc(N2CCN(C(=O)C3CCC(Cn4c(=S)[nH]c5ccccc5c4=O)CC3)CC2)cc1 (stereo unspecified)
    -10%, 8%, 4%, 5.2%
44) COc1ccc(CNC(=O)c2cnn3c(C)c(Cc4ccc(F)cc4)c(C)nc23)cc1
    -4%[10.9 µM], 13%, -10%, -0.1%
45) CCOc1ccc(C2c3c(oc4ccc(C)cc4c3=O)C(=O)N2Cc2ccc3c(c2)OCO3)cc1OC (stereo unspecified)
    24%[10.9 µM], 6%, 14%, 0.9%
46) CC(C)=CCc1c2c(c(O)c3c(=O)c(O)c(-c4ccccc4)oc13)C=CC(C)(C)O2
    10%, -1%, -16%, nt
47) COc1cccc(-c2cncnc2-n2ccnc2)c1
    -30%[inhibitor], -14%, -10%, -1.1%[11.4 µM]
48) CCCCc1cc(=O)oc2cc(OCC(=O)N(CC)CC)ccc12
    -19%, -2%, 1%, -5.2%
49) CCCCOc1ccc(C(=O)Nc2sc3c(c2C(=O)OCC)CCCCC3)cc1
    5%[10.9 µM], -2%, -2%, ?
50) O=C(c1ccco1)N1CCN=C1SCc1ccccc1Cl
    -20%, -1%, -3%, 1.1%
51) Cc1ccc(NC(=O)c2cccc(N3CCCS3(=O)=O)c2)cc1C
    12%[10.9 µM], -20%, -20%, -0.8%
52) Cc1ccc(CCNC(=O)C2CCN(c3nnc(C)c4c(C)n(-c5ccccc5)nc34)CC2)cc1
    20%[10.9 µM], -1%, 18%, ?
53) COc1cc(CNC(=O)c2ccc3nc(Cc4ccccc4)oc3c2)cc(OC)c1OC
    -22%[10.9 µM], 1%, 8%, ?
54) Cc1oc2c(cc(NS(=O)(=O)c3cccs3)c3ccccc32)c1C(=O)OC(C)C
    nt, -26%, 0%, nt
55) CCc1nnc(NC(=O)CSc2nnc(-c3ccccc3O)n2-c2ccc(C)cc2C)s1
    -13%, 0%, 5%, ?
56) CC(C)(C)c1ccc(NC(=O)NCc2ccco2)cc1
    -7%, -7%, -2%, -0.8%
57) CCCc1cc(=O)[nH]c(Nc2ccccc2O)n1
    -8%[10.9 µM], 19%, -2%, 1.3%
58) O=C(COc1ncnc2ccccc12)NCc1ccc2c(c1)OCO2
    -6%, 7%, -1%, 0.9%
59) CCC(=O)Nc1cccc(NC(=O)CSc2nnnn2Cc2ccccc2)c1
    -4%, -8%, -2%, ?
60) CCNC(=O)CN(CCc1ccccc1)S(C)(=O)=O
    19%, 7%, -5%, 2.1%

Single records, as listed above. Values in the order: Imprint erasure | p53ts 32C kill | p53ts 39C tox | IkB signaling
Results for CCCCOc1ccc(C(=O)Nc2sc3c(c2C(=O)OCC)CCCCC3)cc1 → 5%[10.9 µM] | -2% | -2% | ?
Results for CCc1ccc(NC(=O)c2cc(S(=O)(=O)NC3CCCC3)ccc2F)cc1 → -8%[10.9 µM] | 2% | ? | 4.2%

Following part
Each structure is followed by: Imprint erasure, p53ts 32C kill, p53ts 39C tox, IkB signaling
61) Cc1nc(NC2CCCCC2)c2nc(-c3ccccc3)n(CCCN3CCCCC3C)c2n1 (stereo unspecified)
    -21%, -13%, -17%, nt
62) COc1cc(NC(=O)Cn2c(=O)n(Cc3ccccc3OC)c(=O)c3cccnc32)cc(OC)c1
    ?, 10%, -23%, 0.6%
63) CCCC(=O)c1cn(CC(=O)OC)c2ccccc12
    0%, -6%, 4%, -4.1%
64) CC(C)Nc1nc2c(S(=O)(=O)c3cccc(Cl)c3)nnn2c2ccsc12
    -11%[10.9 µM], 5%, -14%, -1.8%
65) O=C(CSc1nnc(-c2ccc(Cl)s2)o1)N1CCCc2ccccc21
    -19%, 14%, -6%, -1.8%
66) CCn1cc(CN(C)C(=O)/C=C/c2ccc([N+](=O)[O-])cc2)c(C)n1
    nt, -17%, 5%, nt
67) CCOC(=O)c1ccc(CN(Cc2ccc(F)cc2)S(=O)(=O)c2cc(C(=O)Nc3cccc(C(F)(F)F)c3)ccc2F)cc1
    -19%[10.9 µM], 2%, -8%, ?
68) O=C(CCCCn1c(=O)[nH]c2ccccc2c1=O)NC1CCN(Cc2ccccc2)CC1
    -14%, -5%, 7%, 0.7%
69) O=c1[nH]cc(CS(=O)(=O)Cc2c[nH]c(=O)[nH]c2=O)c(=O)[nH]1
    -10%[10.9 µM], -4%[9.22 µM], 2%[9.22 µM], 1.3%[11.4 µM]
70) O=C(Nc1cccc(F)c1)C1CCN(c2nc3ccccc3[nH]2)CC1
    28%[10.9 µM], 11%, 0%, ?
71) Cc1ccc(NC(=O)COc2nc(C)cs2)cc1
    -10%, -8%, -10%, 2.3%
72) CC1CCC(N2CC(=O)N(CCC3=CCCCC3)C(c3ccc(F)cc3)C2=O)CC1 (stereo unspecified)
    -13%[10.9 µM], 19%, -17%, ?
73) Cc1ccccc1-n1nc2c(c1NC(=O)c1c(-c3ccccc3Cl)noc1C)CS(=O)(=O)C2
    15%, 9%, 2%, -0.6%
74) CCOC(=O)c1ccc(NS(=O)(=O)c2cc(C)ccc2OC)cc1
    -6%, 5%, -6%, 5.0%
75) O=C(c1cnccn1)N1CCC2(CCN(Cc3ccncc3)CC2)CC1
    nt, -1%, 2%, 0.2%[11.4 µM]
76) Cc1ccc(SCC(=O)Nc2ccc(O)c(-c3nc4cc(C)ccc4o3)c2)cc1
    -23%[10.9 µM], -11%, -3%, -0.5%
77) CCNc1nc(N)nc(Oc2ccc(OCCOc3ccccc3)nn2)n1
    -21%, -4%, 1%, -4.2%
78) COc1ccc(-n2nc(C(=O)NCCCOC(C)C)c3c4ccccc4n(C)c3c2=O)cc1
    11%[10.9 µM], -16%, 1%, -1.4%
79) COc1ccccc1CCNC(=O)C(=O)NCC(c1cccs1)S(=O)(=O)c1ccc(C)cc1 (stereo unspecified)
    14%[10.9 µM], -3%, -9%, ?
80) O=C(NCCOC(=O)c1cccs1)c1cccnc1
    -11%, -1%, -4%, -0.8%
81) CCOC(=O)c1scc(-c2ccccc2)c1S(=O)(=O)Nc1cc(Cl)c(OC)cc1OC
    -9%[10.9 µM], -4%, 5%, -3.2%

Screens: PubChem, National Center for Advancing Translational Sciences (NCATS)
